Source: PubChem
LDHA block – inhibitors of human lactate dehydrogenase A | P00338 | purified LDHA, NADH/diaphorase-resazurin fluorescence; stronger effect = lower value | activity change, % (values are at about 110 or 230 µM) | actives 0.15% (n = 480,000); in the data active = activity change below about -30%; inconclusive = mostly about -25% to -30%;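 note: plate controls were DMSO wells for no effect and wells without enzyme for full effect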
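Human LDH5 at 2 nM final in Tris HCl pH 7.4 with 0.06 mM NADH and 0.2 mM pyruvate, reacted 5 minutes at room temperature. Remaining NADH coupled via diaphorase/resazurin; resorufin fluorescence read at 0 and 20 minutes, normalized to enzyme-free and DMSO wells.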
Pol kappa inh – DNA polymerase kappa (human) inhibition; Q9UBT6; purified Pol kappa, fluorescent DNA synthesis assay, 10 min; Potency, µM (top dose mostly 107 µM), without a hit: at the highest dose activity, negative = inhibition, most hits filed as inhibitors; actives 0.53% (n = 400,000); note: potency is the fitted concentration of half-maximal effect; % is set by controls: 0 for no effect and ±100 for the full control effect
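Kinetic fluorescence readout at 0 and 10 min followed reaction start with substrate at 50 nM final. Beforehand, enzyme (10 nM Pol kappa) stood 15 min with compound at room temperature; buffer-only wells were negative controls.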
POLB inh – blocks human DNA polymerase beta activity | Pol beta primer extension/strand displacement, fluorescence kinetic | Potency, µM (highest dose often 114 µM), without a hit: at the highest dose activity change, negative = inhibition, most hits filed as inhibitors | actives 1.3% (n = 340,000) | AID 485314; note: potency is the fitted concentration of half-maximal effect; % is set by controls: 0 for no effect and ±100 for the full control effect
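Enzyme-only controls used 10 nM Pol beta; buffer lacking enzyme served as negative control. Compound preincubated 15 min, then 50 nM substrate added; 0 and 10 min reads at room temperature.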
Apoferritin bind – binds horse apoferritin like a general anesthetic | P02791 | apoferritin/1-aminoanthracene competitive binding, fluorescence | Potency, µM (series often up to 77.5 µM), for the others: at the top dose activity change, negative = displacement, most hits filed as inhibitors | actives 0.074% (n = 350,000) | AID 485281; note: potency is the fitted concentration of half-maximal effect; % is set by controls: 0 for no effect and ±100 for the full control effect; nearly all actives have a fitted effect of over 20% in size
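10 uM apoferritin + 50% sat. 1-AMA, PBS; cpd 10 min RT; Ex380/Em535 endpoint; normalized to free probe vs complex; 4-param Hill fit; propofol titration as pos. ctrl.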
APEX1 inh – blocks human APE1 abasic DNA cleavage; recombinant APE1, TAMRA/BHQ-2 abasic DNA cleavage fluorescence; P27695; actives 0.35% (n = 350,000); Potency, µM (doses to about 65.8 µM), for inactives: at the highest dose activity change, negative = inhibition, actives largely listed as inhibitors;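 note: potency is the fitted concentration of half-maximal effect; plate controls were vehicle for no effect and reference inhibitor for full effect; nearly all actives have a fitted effect of over 55% in size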
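Endonuclease cleavage of a quenched abasic-site DNA duplex (50 nM) by APE1 (0.75 nM) was tracked by TAMRA dequenching. Compounds were preincubated with enzyme 15 min at room temperature; data normalized to buffer-only and DMSO wells plus NSC13755 control.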
RGS4 inhibitor – inhibitors of human regulator of G protein signaling 4; P49798; Transcreener GDP fluorescence polarization, RGS4-accelerated GTP hydrolysis; Potency, µM (titrated, usually from 114 µM), for the others: at the top dose activity change, negative = inhibition, hits mostly inhibitors; actives 0.039% (n = 390,000); AID 504845; note: potency is the fitted concentration of half-maximal effect; % is set by controls: 0 for no effect and ±100 for the full control effect; nearly all actives have a fitted effect of over 75% in size; some results filed as inactive show a strong effect at the top dose
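MLSMR compounds (23 nl, pin-transferred) preincubated 10 min at room temperature with a 500nM (2x) first reagent, then RGS4 at 900nM (2x) plus Transcreener GDP mix added; fluorescence polarization (620/688 nm) read before and after 90 min at 30 °C.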
POLH inh – DNA polymerase eta (human) inhibition. Q9Y253. recombinant Pol eta, fluorescent DNA replication assay. Potency, µM (doses to about 114 µM), for the others: at the top dose activity change, negative = inhibition, actives largely listed as inhibitors. actives 1.2% (n = 390,000). AID 588591; note: potency is the fitted concentration of half-maximal effect; % is set by controls: 0 for no effect and ±100 for the full control effect
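Pol eta at 10 nM preincubated with compounds 15 min at room temperature; reaction started with fluorescent substrate (50 nM final) and read kinetically at 0 and 10 min.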
12-LOX inh – ALOX12 (human) lipoxygenase inhibition | actives 1.1% (n = 580,000) | Potency, µM (highest dose often 108 µM), inactives show top-dose activity change, negative = inhibition, hits mostly inhibitors | purified 12hLO, xylenol orange hydroperoxide absorbance; note: potency is the fitted concentration of half-maximal effect; % is set by controls: 0 for no effect and ±100 for the full control effect
Target sequence (P18054 whole entry, looked up): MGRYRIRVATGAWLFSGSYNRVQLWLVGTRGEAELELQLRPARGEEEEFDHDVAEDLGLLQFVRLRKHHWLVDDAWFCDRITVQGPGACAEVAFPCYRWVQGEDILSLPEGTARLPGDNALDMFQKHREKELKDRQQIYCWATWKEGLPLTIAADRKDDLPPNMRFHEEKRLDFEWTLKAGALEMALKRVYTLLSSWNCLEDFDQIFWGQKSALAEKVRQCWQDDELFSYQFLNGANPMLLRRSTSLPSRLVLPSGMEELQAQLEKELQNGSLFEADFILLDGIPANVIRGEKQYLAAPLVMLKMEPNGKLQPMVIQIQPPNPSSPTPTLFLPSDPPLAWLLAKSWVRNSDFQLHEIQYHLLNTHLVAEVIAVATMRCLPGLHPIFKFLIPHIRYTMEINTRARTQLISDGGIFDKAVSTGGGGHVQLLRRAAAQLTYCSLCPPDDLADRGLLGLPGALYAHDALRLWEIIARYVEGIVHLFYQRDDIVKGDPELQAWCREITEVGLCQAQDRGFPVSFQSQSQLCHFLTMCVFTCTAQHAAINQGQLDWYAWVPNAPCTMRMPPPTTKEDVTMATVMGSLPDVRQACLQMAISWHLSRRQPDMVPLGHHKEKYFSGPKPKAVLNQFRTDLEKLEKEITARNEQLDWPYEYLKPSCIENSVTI
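Hydroperoxide product was detected by ferrous iron/xylenol orange as the 573 to 405 nm absorbance ratio. Arachidonic acid at 40 uM (final) was turned over for 30 min at room temperature by 150 nM human 12hLO, pH 7.0 Hepes buffer, after 15 min compound preincubation.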
ERG-DNA inh – blocks human ERG Ets domain binding to DNA; fluorescence polarization, His-ERG Ets domain / labelled DNA; Potency, µM (series often up to 76.9 µM), for inactives: at the highest dose FP activity, negative = inhibition, most hits filed as inhibitors; actives 0.028% (n = 370,000); AID 624246; active = well fitted inhibition curve with a large enough effect in the polarisation, with a control signal flat; inconclusive = small, poorly fitted or top-dose-only effect, or effect the other way, or a change in a side signal; inactive = no such curve, though single readings can be large or run the other way; the % refers to the polarisation;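 note: polarization taken with two DNA probes labelled with fluorescein and Texas red; potency is the fitted concentration of half-maximal effect; % of control where 0% means no effect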
Target sequence (P11308 whole entry, looked up, the tested form may be a part): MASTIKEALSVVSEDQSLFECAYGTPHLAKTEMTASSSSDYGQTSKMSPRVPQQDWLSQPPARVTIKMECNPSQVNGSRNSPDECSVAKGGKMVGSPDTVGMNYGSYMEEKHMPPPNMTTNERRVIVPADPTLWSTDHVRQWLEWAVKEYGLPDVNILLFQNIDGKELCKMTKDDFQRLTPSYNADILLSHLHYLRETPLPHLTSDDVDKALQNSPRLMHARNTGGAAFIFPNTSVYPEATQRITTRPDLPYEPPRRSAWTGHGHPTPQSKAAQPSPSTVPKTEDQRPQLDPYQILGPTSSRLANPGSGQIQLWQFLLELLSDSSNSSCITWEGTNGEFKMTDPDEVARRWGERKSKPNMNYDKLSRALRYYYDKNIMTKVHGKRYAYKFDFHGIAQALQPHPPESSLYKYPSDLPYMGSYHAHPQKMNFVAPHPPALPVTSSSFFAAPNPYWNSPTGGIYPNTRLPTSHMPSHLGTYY
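His-tagged ERG Ets domain (1 uM in the protein solution; 300mM KCl, 50mM Tris-HCl, 1mM EDTA, 1mM DTT, pH 7.5) received compound, then a probe mix of 5 nM fluorescein-DNA and 100nM Texas-615-DNA. Fluorescence polarization was read for both dyes.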
Active calls of the source: *; & = joins results of further samples; [ ] = dose if it differs, or a comment. Unless noted, calls come from the whole dose curve; as a rule, active = well fitted curve in the direction sought with a large enough effect; inconclusive = small, poorly fitted or top-dose-only effect, or another doubt; inactive = no such curve, though single readings can be large; an effect the other way counts as inactive or inconclusive.

How did CCOC(=O)c1c(C)[nH]c(C(=O)Cn2c(=O)oc3ccccc32)c1C do in these assays?
LDHA block: -11.4; Pol kappa inh: 1.4%; POLB inh: -0.1%; Apoferritin bind: 4.7%; APEX1 inh: -1.5%; RGS4 inhibitor: -26.6%; POLH inh: -11.7%; 12-LOX inh: 0.0%; ERG-DNA inh: 1.8%

Results for CCNC(=S)NNC(=O)Nc1ccccc1 ?
LDHA block: -1.8; Pol kappa inh: 0.0%; POLB inh: -0.5%; Apoferritin bind: -7.0%; APEX1 inh: 1.9%; RGS4 inhibitor: -11.1%; POLH inh: -8.4%; 12-LOX inh: -20.1%; ERG-DNA inh: -1.7%

What do the screens show for `COc1ccc(OC)c([N+](=O)[O-])c1C(N)=O`?
LDHA block: 9.4; Pol kappa inh: inconclusive; POLB inh: 6.31µM*; Apoferritin bind: -5.5%; APEX1 inh: inconclusive; RGS4 inhibitor: -3.5%; POLH inh: 50.1µM*; 12-LOX inh: 360.9%[activator]; ERG-DNA inh: -6.5%

What do the screens show for `Cc1cc(C)nc(-n2nc(C)cc2NC(=O)c2cccc(S(=O)(=O)N3CCOCC3)c2)n1`?
LDHA block: -9.1; Pol kappa inh: -19.2%; POLB inh: -0.2%; Apoferritin bind: -13.2%; APEX1 inh: -6.4%; RGS4 inhibitor: 19.8%; POLH inh: 2.0%; 12-LOX inh: 0.0%; ERG-DNA inh: -0.8%

Results for O=C(Cc1cn(Cc2cccc(Cl)c2)c2ccccc12)N1CCCC1 ?
LDHA block: -5.9; Pol kappa inh: -4.9%; POLB inh: 11.7%; Apoferritin bind: inconclusive; APEX1 inh: -0.8%; RGS4 inhibitor: 8.3%; POLH inh: -22.2%; 12-LOX inh: -25.4%; ERG-DNA inh: -2.7%

How did O=C(COc1cccnc1[N+](=O)[O-])NCc1ccc(F)cc1 do in these assays?
LDHA block: 0.2; Pol kappa inh: -5.4%; POLB inh: 32.9%; Apoferritin bind: -7.2%; APEX1 inh: 23.4%; RGS4 inhibitor: 6.5%; POLH inh: -14.4%; 12-LOX inh: 56.0%[activator]; ERG-DNA inh: 2.6%

Results for Cc1ccc(C(O)c2nc3ccccc3n2C)cc1 (centres undefined) ?
LDHA block: -0.7; Pol kappa inh: 11.5%; POLB inh: 15.2%; Apoferritin bind: -19.2%; APEX1 inh: 26.0%; RGS4 inhibitor: -8.5%; POLH inh: -11.7%; 12-LOX inh: 0.0%; ERG-DNA inh: -1.1%

Results for CCCCOC(=O)c1nnc(-c2ccccc2)o1 ?
LDHA block: -9.4; Pol kappa inh: 4.1%; POLB inh: 3.4%; Apoferritin bind: -9.0%; APEX1 inh: 0.9%; RGS4 inhibitor: 6.8%; POLH inh: 5.5%; 12-LOX inh: 0.0%; ERG-DNA inh: 1.2%

Results for Cc1ccnc(OC(C(=O)O)C(OCc2ccccc2)(c2ccc(F)cc2)c2ccc(F)cc2)n1 (centres undefined) ?
LDHA block: -3.0; Pol kappa inh: -4.6%; POLB inh: 9.8%; Apoferritin bind: -9.0%; APEX1 inh: 54.2%; RGS4 inhibitor: inconclusive; POLH inh: -15.1%; 12-LOX inh: -11.7%; ERG-DNA inh: -1.9%

Results for COc1ccccc1C(=O)NCc1ccc2c(c1)OCO2 ?
LDHA block: -3.8; Pol kappa inh: -2.2%; POLB inh: 3.3%; Apoferritin bind: inconclusive; APEX1 inh: 2.1%; RGS4 inhibitor: -8.4%; POLH inh: -5.8%; 12-LOX inh: 1.7%[57.4 µM]

Results for O=C1OCC2=C1C(c1ccc(F)cc1)Sc1ccccc1N2 (centres undefined) ?
LDHA block: -5.1; Pol kappa inh: -6.1%; POLB inh: 7.2%; Apoferritin bind: 9.0%; APEX1 inh: inconclusive; RGS4 inhibitor: -2.1%; POLH inh: 5.3%; 12-LOX inh: -32.2%[57.4 µM]

How did Cc1ccccc1NC(=O)c1ccccc1NC(=O)CCC(=O)O do in these assays?
LDHA block: -7.6; Pol kappa inh: 3.4%; POLB inh: 25.3%; Apoferritin bind: -2.2%; APEX1 inh: -4.2%; RGS4 inhibitor: -16.4%; POLH inh: -15.4%; 12-LOX inh: 13.5%; ERG-DNA inh: -7.3%

How did CCOC(=O)C1=C(C)N(CCCC(=O)O)C(=O)NC1c1ccccc1OS(=O)(=O)c1ccc(C)cc1 (centres undefined) do in these assays?
LDHA block: -12.5; Pol kappa inh: -5.7%; POLB inh: 7.3%; Apoferritin bind: -3.9%; APEX1 inh: -0.8%; RGS4 inhibitor: 16.4%; POLH inh: 8.2%; ERG-DNA inh: 0.9%

What do the screens show for `CN1CCN(C(=O)c2cccc(S(=O)(=O)N3CCCCC3)c2)CC1`?
LDHA block: -6.8; Pol kappa inh: -2.4%; POLB inh: 0.2%; Apoferritin bind: -15.7%; APEX1 inh: 5.2%; RGS4 inhibitor: -14.4%; POLH inh: -6.1%; 12-LOX inh: 21.8%

Results for CCOC(=O)C1CCCN(Cc2cccc(Cl)c2)C1 (centres undefined) ?
LDHA block: -14.4; Pol kappa inh: -3.3%; POLB inh: -2.6%; Apoferritin bind: -0.2%; APEX1 inh: 1.8%; RGS4 inhibitor: -18.5%; POLH inh: -14.5%; 12-LOX inh: inconclusive; ERG-DNA inh: -1.6%

What do the screens show for `CCOc1cc(S(=O)(=O)NCc2ccco2)c(OCC)cc1-n1cnnn1`?
LDHA block: 4.7; Pol kappa inh: -4.8%; POLB inh: 9.7%; Apoferritin bind: -11.0%; APEX1 inh: 19.5%; RGS4 inhibitor: -6.6%; POLH inh: 1.4%; 12-LOX inh: -1.4%[57.4 µM]

How did Cn1c(=O)c(C(=O)NCc2ccccc2Cl)c(O)c2ccccc21 do in these assays?
LDHA block: -9.5; Pol kappa inh: -7.5%; POLB inh: -0.1%; Apoferritin bind: -13.0%; APEX1 inh: 2.9%; RGS4 inhibitor: 23.8%; POLH inh: 1.7%; 12-LOX inh: 0.0%; ERG-DNA inh: 3.1%

Results for O=C(CN1CCN(c2nc(-c3ccccc3)cs2)CC1)Nc1ccc2c(c1)OCO2 ?
LDHA block: -1.0; Pol kappa inh: -7.7%; POLB inh: -23.6%; Apoferritin bind: 4.9%; APEX1 inh: -2.2%; RGS4 inhibitor: -26.6%; POLH inh: -8.9%; 12-LOX inh: 11.9%; ERG-DNA inh: -2.7%

How did O=Cc1cccn1-c1cccnc1 do in these assays?
LDHA block: -3.6; Pol kappa inh: -3.4%; POLB inh: -10.3%; Apoferritin bind: -1.4%; APEX1 inh: 5.0%; RGS4 inhibitor: -10.9%; POLH inh: -3.0%; 12-LOX inh: 6.9%; ERG-DNA inh: -21.9%

How did CC(C)(C)NC(=O)NC(=O)COC(=O)c1c(F)cccc1Cl do in these assays?
LDHA block: -8.7; Pol kappa inh: -9.9%; POLB inh: 39.9%; Apoferritin bind: inconclusive; APEX1 inh: 1.1%; RGS4 inhibitor: 0.8%; POLH inh: -5.5%; 12-LOX inh: -17.5%; ERG-DNA inh: 6.2%

What do the screens show for `Cc1ccc(NC(=O)c2cc(S(=O)(=O)N3CCOCC3)c(Cl)cc2Cl)cc1`?
LDHA block: 7.9&-17.3; Pol kappa inh: -12.7%; POLB inh: 1.1%; Apoferritin bind: -14.9%; RGS4 inhibitor: 7.3%; 12-LOX inh: 29.9%&-4.1%; ERG-DNA inh: 1.3%

How did CC(C(=O)O)c1ccc(C(=O)c2ccccc2)s1 (centres undefined) do in these assays?
LDHA block: -8.3; Pol kappa inh: -17.7%; APEX1 inh: 3.8%; RGS4 inhibitor: -29.1%; POLH inh: -8.1%; 12-LOX inh: -9.8%; ERG-DNA inh: 12.8%

What do the screens show for `O=C(CN1C(=O)COc2ccccc21)NCCc1ccc(Cl)cc1`?
LDHA block: 4.1; Pol kappa inh: -2.7%[60.1 µM]; POLB inh: 13.5%; Apoferritin bind: -3.1%; RGS4 inhibitor: 16.8%; POLH inh: 11.2%; 12-LOX inh: inconclusive; ERG-DNA inh: -5.6%

How did CS(=O)(=O)N(CC(=O)N1CCN(c2ccccc2F)CC1)c1cccc(C(F)(F)F)c1 do in these assays?
LDHA block: -6.4; Pol kappa inh: -8.6%; POLB inh: -1.3%; Apoferritin bind: -14.5%; APEX1 inh: 10.2%; RGS4 inhibitor: 18.4%; POLH inh: -4.7%; 12-LOX inh: 17.2%

Results for O=C(/C=C/c1cccc([N+](=O)[O-])c1)OCC1CCCO1 (centres undefined) ?
LDHA block: -0.2; Pol kappa inh: 2.1%; POLB inh: -18.0%; Apoferritin bind: -7.1%; APEX1 inh: 6.9%; RGS4 inhibitor: 12.0%; POLH inh: -5.5%; 12-LOX inh: 0.0%; ERG-DNA inh: -9.8%

How did O=C(CC(c1ccccc1)c1cc(Br)ccc1O)NCc1ccco1 (centres undefined) do in these assays?
LDHA block: -0.5; Pol kappa inh: -13.6%; POLB inh: -21.7%; Apoferritin bind: -1.2%; APEX1 inh: -2.1%; RGS4 inhibitor: -20.7%; POLH inh: inconclusive; 12-LOX inh: 0.0%; ERG-DNA inh: 4.1%

Results for Cc1cccc(NC(=S)N=Nc2c(O)n(CN3CCOCC3)c3ccccc23)c1C ?
LDHA block: -4.7; Pol kappa inh: 12.3%; POLB inh: -5.0%; Apoferritin bind: -20.0%; APEX1 inh: -0.9%; RGS4 inhibitor: -11.5%; POLH inh: -3.1%; 12-LOX inh: -21.1%; ERG-DNA inh: 3.7%

A portion of the library (hit frequency here may not be typical).
